Yeast superoxide: reduction of superoxide in aged yeast, primary screen, HTS; S. cerevisiae aged cells, superoxide DHE fluorescence; stronger effect = lower value; superoxide response (% of plate mean), % at 10 µM; 0.18% of 330,000 active; AID 2690, 2010;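 active = superoxide response under a set limit, about three screen SD below normal, cut at about 65% in these data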;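 note: yeast aged for seven days with compound at 30 °C before DHE staining; 100% = average MFI of all compound-treated wells on the plate with controls excluded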
MCL1-BIM inh: inhibitors of MCL1 binding to BIM-BH3, primary screen, biochemical, fluorescence polarization | Induced myeloid leukemia cell differentiation protein Mcl-1 (Homo sapiens), Q07820 | GST-MCL1 / FITC-Bim-BH3 fluorescence polarization | 0.68% of 320,000 active | inhibition, % at 10.9 µM;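 active = inhibition above the mean inhibition of all tested compounds plus 3 SD, set per campaign, cut at about 40% in these data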;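 note: 0% = DMSO wells and 100% = unlabeled Bim-BH3 peptide control; higher means more loss of mP so more displacement of Bim peptide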
Bcl-xL primary: inhibitors of human Bcl-xL, primary screen, biochemical, fluorescence polarization, HTS; GST-Bcl-xL / FITC-Bim BH3 peptide fluorescence polarization; AID 2129, 2009; Bcl-2-like protein 1 (Homo sapiens), Q07817; 0.7% of 320,000 active; inhibition, % at 10.9 µM;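 active = inhibition above the mean of all tested compounds plus 3 SD, cutoff set per campaign, cut at about 30% in these data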;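 note: 0% = DMSO wells and 100% = unlabeled Bim-BH3 peptide competitor; inhibitors lower millipolarization by displacing the labeled peptide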
Target sequence (Q07817 whole entry, looked up): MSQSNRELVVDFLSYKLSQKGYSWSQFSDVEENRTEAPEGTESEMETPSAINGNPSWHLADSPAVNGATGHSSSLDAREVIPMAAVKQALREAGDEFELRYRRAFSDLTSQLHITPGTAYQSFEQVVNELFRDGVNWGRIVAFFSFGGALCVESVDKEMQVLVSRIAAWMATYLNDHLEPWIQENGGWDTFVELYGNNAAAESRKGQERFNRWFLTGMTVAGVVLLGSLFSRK
EBNA-1 inhibitor: EBNA-1 DNA-binding inhibitors, primary screen, biochemical, fluorescence polarization. 0.34% of 300,000 active. AID 1950, 2009. inhibition, % at 14.8 µM; in the data active = inhibition above about 28%
GLD-1 TGE inh: GLD-1/TGE RNA complex disruptors, primary screen, biochemical, fluorescence polarization; purified GLD-1 + fluorescein TGE RNA; inhibition, % at 5.96 µM; Female germline-specific tumor suppressor gld-1 (Caenorhabditis elegans), Q17339; 0.44% of 320,000 active; AID 2280, 2010;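 active = percent inhibition above a per-plate cutoff, the plate mean of test compounds plus 3 SD, cut at about 30% in these data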;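 note: 0% = DMSO wells with GLD-1 and probe and 100% = wells lacking GLD-1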
Target sequence (Q17339 whole entry, looked up): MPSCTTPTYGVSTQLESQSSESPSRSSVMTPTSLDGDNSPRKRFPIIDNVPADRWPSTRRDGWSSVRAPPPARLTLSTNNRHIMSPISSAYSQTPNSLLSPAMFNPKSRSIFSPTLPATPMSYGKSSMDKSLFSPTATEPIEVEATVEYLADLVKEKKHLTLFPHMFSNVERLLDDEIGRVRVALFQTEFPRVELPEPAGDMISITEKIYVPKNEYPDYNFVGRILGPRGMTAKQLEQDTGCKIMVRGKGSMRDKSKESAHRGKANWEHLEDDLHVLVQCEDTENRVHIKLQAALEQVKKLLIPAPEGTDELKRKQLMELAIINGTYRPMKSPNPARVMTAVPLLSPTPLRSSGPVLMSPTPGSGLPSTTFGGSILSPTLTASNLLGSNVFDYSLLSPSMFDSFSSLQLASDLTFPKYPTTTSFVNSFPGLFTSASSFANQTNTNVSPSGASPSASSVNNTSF
ZTA counter: ZTA (EBV) inhibition in EBNA-1 counter-screen | P03206 | ZTA-DNA binding, fluorescence polarization | inhibition, % at 11 µM | 0.15% of 320,000 active | AID 2234; in the data active = inhibition above about 33%
Target sequence (P03206 whole entry, looked up): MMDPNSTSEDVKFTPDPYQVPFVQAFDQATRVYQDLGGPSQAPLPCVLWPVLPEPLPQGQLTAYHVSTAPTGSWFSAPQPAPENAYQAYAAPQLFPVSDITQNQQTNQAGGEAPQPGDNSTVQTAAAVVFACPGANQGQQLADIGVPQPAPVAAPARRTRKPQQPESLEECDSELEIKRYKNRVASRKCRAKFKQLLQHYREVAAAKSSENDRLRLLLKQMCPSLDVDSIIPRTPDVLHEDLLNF
Efflux pump inh: inhibitors of Candida efflux pumps in yeast, primary screen, S. cerevisiae, Nile Red, multiplex; S. cerevisiae Candida pump triplex; AID 485275, 2010; 0.44% of 330,000 active; inhibition, % at 10 µM;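 active = plate passing quality check with inhibition over a set limit, or well fluorescence over plate mean plus 4 SD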;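 note: Nile Red retained in pooled yeast measured as flow cytometry median fluorescence; 0% = buffer negative control and 100% = Enniatin B positive control; higher means more Nile Red kept so more efflux inhibition; some compounds called inactive have numbers as strong as hits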
MEX-5 binding: MEX-5 zinc finger RNA-binding disruptors – biochemical, C. elegans, fluorescence polarization, MLPCN library, primary screen | Zinc finger protein mex-5 (Caenorhabditis elegans), Q9XUB2 | AID 1832, 2009 | 0.38% of 300,000 active | MEX-5/FITC-TCR2 RNA binding; stronger effect = lower value | activity score (negative = inhibition of binding), % at 10 µM;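 active = inhibition past about -25% in most replicates, and total fluorescence under double the plate's negative control median, limit read from the data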;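 note: 0% = DMSO and -100% = 5 µM competing unlabeled TCR2 RNA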
Fam108B inh: mouse Fam108B serine hydrolase inhibitors, primary screen, counter-screen for RBBP9 inhibitor project, biochemical, fluorescence polarization. recombinant Fam108B, FP-Rh probe fluorescence polarization. inhibition, % at 9.51 µM. 0.33% of 300,000 active;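 active = inhibition above the screen mean inhibition plus 3 SD, computed separately per campaign, cut at about 18% in these data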;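 note: inhibitors lower polarization as less probe binds the enzyme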
Numbers without * were called inactive; / = no result given.

Molecule	Bcl-xL primary	Efflux pump inh	GLD-1 TGE inh	ZTA counter	Yeast superoxide	EBNA-1 inhibitor	MEX-5 binding	Fam108B inh	MCL1-BIM inh
CCNC(=O)CSc1nnc(-c2ccc(OC)cc2)n1CC(C)C	-14	0.0	-3	0	104	8	-1.9	3	-23
O=C(c1cccc(Cl)c1)N1CCN(Cc2c[nH]c3ccccc23)CC1	-2	0.2	6	11	101	8	-0.1	3	-8
O=C(CCc1nnc(COc2ccccc2)o1)NCc1ccccc1C(F)(F)F	4	0.2	-4	-6	89	6	1.2	-2	3
COc1cccc(NC(=O)CNC(=O)c2ccc(F)cc2)c1	1	0.1	3	1	83	5	-1.0	7	4
CC(C)(C)c1ccc(OCCSc2nc3ccccc3n2CC(=O)O)cc1	6	-0.1	-1	-8	108	24	-0.8	-3	3
O=C(Cn1cc2c(n1)CCCC2)NCc1cccc(Cl)c1	3	0.0	3	-7	115	-4	0.0	6	2
Cc1c(O)c(CN(C)C)cc2c1oc(=O)c1ccccc12	2	0.0	4	8	99	-3	-2.9	-5	5
CCN(Cc1ccccc1)S(=O)(=O)c1ccc(OC)c2ncccc12	1	-0.2	5	-18	92	-3	-2.8	4	0
CCc1ccc(NC(=O)C2CCN(S(=O)(=O)c3c(C)noc3C)CC2)cc1	9	-0.1	4	15	108	-3	-0.5	-3	7
O=c1[nH]c(/C=C/c2ccc3c(c2)OCO3)c([N+](=O)[O-])c(=O)[nH]1	5	0.1	3	-6	103	-10	-7.9	-1	-1
Cc1ccc(NS(=O)(=O)c2ccc(-n3cccn3)cc2)nc1	-3	0.1	-10	6	103	-12	-0.7	-1	0
COc1ccc2c(c1)CCc1c(C(=O)NCc3ccc(F)cc3)noc1-2	1	0.0	1	1	101	9	-1.0	2	-1
CC(=O)OCc1nc2sc(C)c(C)c2c(=O)[nH]1	4	-0.1	5	4	96	2	-0.9	-7	-2
CCN(c1ccccc1)S(=O)(=O)c1ccc(N)c(OC)c1	4	-0.2	-2	-2	108	4	-0.8	-3	1
COCCn1nnnc1CN1CCSCC1	8	-0.2	6	3	105	3	-1.8	3	-1
Cc1cccc(-n2c(=O)cc(N3CCN(c4ccc(F)cc4)CC3)[nH]c2=O)c1	1	0.0	2	12	95	7	0.9	-1	4
COc1ccc(Cl)cc1NC(=O)CN(C)CC(=O)Nc1ccccc1C(F)(F)F	1	0.2	-4	10	116	-8	-0.4	-5	2
COCCCn1c(SCC(=O)NC(C)C)nnc1-c1ccccc1	0	0.0	2	7	94	12	1.4	0	4
C#CCn1c(=NC(=O)c2ccco2)sc2cccc(Cl)c21	1	0.1	9	-4	108	-4	-2.3	-3	0
CC(=O)N=C1SC2CS(=O)(=O)CC2N1c1cccc(Cl)c1Cl (stereo not given)	0	0.1	4	6	98	6	0.6	1	1
Cc1ccc(-n2cnnn2)c2cccnc12	2	0.1	-3	7	105	-4	-2.8	5	1
Cc1cc(NC(=O)CN2C(=O)NC(c3ccccc3)(c3ccc(C)c(C)c3)C2=O)no1 (stereo not given)	-3	0.5	4	-3	121	/	/	/	-1
CC(C)C[C@H](NC(=O)[C@@H]1Cc2ccccc2CN1C(=O)OC(C)(C)C)C(=O)NCC1CCC(C(=O)O)CC1 (stereo not given in full)	-3	-0.2	5	-1	88	-1	2.5	-3	-11
COc1ccc(NS(=O)(=O)c2cn(C)cn2)cc1OC	2	0.1	7	3	83	-5	0.8	-1	9
CCOc1ccccc1N(C(C)=O)S(=O)(=O)c1ccc(Cl)cc1	4	0.0	-1	-1	102	-18	-1.4	1	-7
CCN(CC)CCN(C(=O)c1ccc([N+](=O)[O-])cc1)c1nc2ccc(OC)cc2s1	6	0.1	9	-2	97	1	-2.6	2	4
COc1ccc(C=O)cc1OC1C=CCCC1 (stereo not given)	-1	-0.1	6	12	71	-3	-1.8	1	-2
CCCOc1ccc(C(=O)NCc2ccco2)cc1	2	0.3	9	-7	108	-4	0.1	0	4
Cc1nc(S/C(=C\c2ccc(OCc3ccccc3Cl)cc2)C(=O)O)n[nH]1	4	0.1	8	18	106	10	/	6	7
CCn1c(-c2cccc(S(=O)(=O)N3CCCC3)c2)n[nH]c1=S	-8	-0.1	5	-8	103	3	-2.4	4	-12
N#CC1=C(N)SC(C(=O)c2ccccc2)C1c1cccs1 (stereo not given)	3	0.0	6	-10	127	-5	1.5	-1	4
CC(C)(C)c1ccc(C(=O)NNC(=O)c2cccc(-n3cnnn3)c2)cc1	1	-0.2	0	10	101	5	2.4	0	-3
CN1CCN(C(=O)c2ccccc2Nc2ccc(SC(F)F)cc2)CC1	-1	0.1	2	6	94	-2	-1.2	-1	-13
CCOc1ccc(NS(=O)(=O)c2ccc(-c3coc(C)n3)cc2)cc1	1	-0.3	-1	6	99	1	1.5	3	2
Cc1ccccc1C(=O)Nc1ccc(S(=O)(=O)Nc2onc(C)c2C)cc1	4	0.1	0	2	103	1	0.3	-3	-6
Cc1sc2ncn(CC(=O)NCCCC(=O)N3CCCCC3)c(=O)c2c1C	4	-0.2	3	-3	89	13	0.7	1	7
c1ccc(-c2nnc3ccc(N4CCCC4)nn23)cc1	6	0.1	-3	12	95	9	-0.4	3	3
COc1ccccc1NC(=S)NC1CCCC1	3	0.1	-1	7	96	-5	1.5	1	9
CN(C)c1nc(OCCNC(=O)Nc2ccccc2)nc(N2CCCCC2)n1	5	-0.2	-3	-1	105	-4	-0.8	-5	6
CN(c1ccccc1C(=O)N1CCN(c2cccc(Cl)c2)CC1)S(C)(=O)=O	0	0.0	8	-12	79	-3	3.4	4	3
Cc1cccc(NC(=O)c2cc3ccccc3nc2C)c1	-18	0.0	-8	0	90	1	2.0	-1	-23
Cn1c(SCC(=O)Nc2ccccc2[N+](=O)[O-])nnc1C(F)(F)F	8	0.0	2	-3	113	3	-0.5	-2	7
COCCOC(=O)C1=C(C)NC(=O)N(C(C)=O)C1c1ccc(Cl)cc1 (stereo not given)	5	-0.1	7	-14	89	10	0.1	-3	3
OCC[C@@H]1C[C@@H](O)[C@H](O)[C@@]2(CCCO2)O1	3	-0.1	-7	11	103	7	1.3	1	-8
Cc1ccccc1-n1c(SC(C)C(=O)N2CCN(C)CC2)nc2ccccc2c1=O (stereo not given)	-1	0.1	-6	-2	111	-4	-2.4	-5	4
O=C(Nc1nccs1)C1CCN(S(=O)(=O)c2ccc(Cl)c(C(F)(F)F)c2)CC1	-1	-0.1	-1	-2	101	4	0.6	3	-8
COc1ccc(/C=C/C(=O)OCC(=O)NCc2ccccc2)cc1OC	6	0.0	0	-5	119	/	/	/	8
CCN(Cc1ccccc1)S(=O)(=O)c1ccc(C(=O)N(CCCN(C)C)c2nc3cc(OC)ccc3s2)cc1	1	0.1	-3	-2	100	-9	0.7	-2	5
CCOC(=O)C1(CCc2ccccc2)CCN(C(=O)CCn2cncn2)CC1	6	0.0	5	-2	94	-5	-1.5	5	6
CCN1CCN(c2ccc(NC(=O)c3ccc4c(c3)OCO4)cc2)CC1	1	0.2	-8	2	87	-5	0.3	3	2
CCCC(=O)Nc1ccc(C(=O)O)cc1NC(=O)CCC	-1	-0.1	-4	-4	105	8	2.1	-1	2
O=C(CSc1nc2ccccc2c(=O)n1CC1CCCCC1)N1CCOCC1	-1	-0.1	-5	10	104	-4	-2.7	1	4
CN(C)C(CNC(C(=O)Nc1ccc(F)cc1)c1ccccc1)c1ccccc1 (stereo not given)	2	-0.4	1	-8	85	1	2.5	2	12
C=CCn1c(SCC(=O)C(C)(C)C)nnc1-c1ccccn1	-2	0.0	-5	0	112	17	0.5	1	-3
N#Cc1nc(-c2ccccc2F)oc1N1CCN(C(=O)c2ccco2)CC1	-3	0.5	0	-4	114	-11	1.2	3	-9
Cc1cccc(C(=O)N/N=C/c2ccc[nH]2)c1	0	-0.1	-2	7	79	14	1.6	0	1

Next part
Molecule	Bcl-xL primary	Efflux pump inh	GLD-1 TGE inh	ZTA counter	Yeast superoxide	EBNA-1 inhibitor	MEX-5 binding	Fam108B inh	MCL1-BIM inh
CCc1nc(SCC(=O)Nc2ccccc2OC)n[nH]1	1	0.1	-1	-5	107	-1	3.1	-4	-2
O=[N+]([O-])c1ccccc1/C=N/n1c(C(F)(F)F)n[nH]c1=S	-8	-0.2	-1	0	125	0	-0.4	-1	-5
c1ccc(-n2cnc3cc(NCc4ccco4)ccc32)cc1	6	0.1	-1	5	104	10	3.5	2	8
FC(F)(F)c1cc(-c2ccccn2)nc2cc(-c3ccccc3)nn12	1	0.1	1	-7	93	-8	3.0	-4	7
Cc1noc(C)c1CSCC(=O)Nc1nc(-c2ccc(F)c(F)c2)cs1	-1	-0.1	-5	-9	107	1	-2.6	-4	-1
CCCC(=O)N1CCN(c2ccc(NC(=S)NC(=O)CC)cc2)CC1	9	0.1	3	-5	102	-1	0.8	4	7
Nc1nccnc1C(=O)OCC(=O)C12CC3CC(CC(C3)C1)C2	2	-0.1	3	-7	118	-3	-0.3	4	-3
CSc1nc2ccsc2c(=O)n1-c1cccnc1	2	-0.1	6	10	97	1	-0.6	1	0
CCOC(=O)/C(C#N)=C/c1cccc(F)c1	1	0.0	1	-2	99	-5	2.5	-4	-3

High-throughput results from PubChem.
